Source: PubChem
MITF inh: human MITF inhibition, primary screen; O75030; AlphaScreen MITF homodimerization, bead proximity signal; inhibition, % at 2.6 µM; hit rate 0.91% among 650,000; AID 1259374; in the data active = inhibition above about 50%;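 note: 0% = vehicle wells with protein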
FBW7 activator: human FBW7 E3 ligase activation, primary screen; normalized activity (activation), % at 26.1 µM; hit rate 0.13% among 650,000; AID 1259310; AlphaScreen FBW7–phospho-cyclin E peptide binding, activator screen; Q969H0; in the data active = normalized activity above about 1.9%;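 note: purified mutant Fbw7 with reduced substrate affinity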
Target sequence (Q969H0 whole entry, looked up): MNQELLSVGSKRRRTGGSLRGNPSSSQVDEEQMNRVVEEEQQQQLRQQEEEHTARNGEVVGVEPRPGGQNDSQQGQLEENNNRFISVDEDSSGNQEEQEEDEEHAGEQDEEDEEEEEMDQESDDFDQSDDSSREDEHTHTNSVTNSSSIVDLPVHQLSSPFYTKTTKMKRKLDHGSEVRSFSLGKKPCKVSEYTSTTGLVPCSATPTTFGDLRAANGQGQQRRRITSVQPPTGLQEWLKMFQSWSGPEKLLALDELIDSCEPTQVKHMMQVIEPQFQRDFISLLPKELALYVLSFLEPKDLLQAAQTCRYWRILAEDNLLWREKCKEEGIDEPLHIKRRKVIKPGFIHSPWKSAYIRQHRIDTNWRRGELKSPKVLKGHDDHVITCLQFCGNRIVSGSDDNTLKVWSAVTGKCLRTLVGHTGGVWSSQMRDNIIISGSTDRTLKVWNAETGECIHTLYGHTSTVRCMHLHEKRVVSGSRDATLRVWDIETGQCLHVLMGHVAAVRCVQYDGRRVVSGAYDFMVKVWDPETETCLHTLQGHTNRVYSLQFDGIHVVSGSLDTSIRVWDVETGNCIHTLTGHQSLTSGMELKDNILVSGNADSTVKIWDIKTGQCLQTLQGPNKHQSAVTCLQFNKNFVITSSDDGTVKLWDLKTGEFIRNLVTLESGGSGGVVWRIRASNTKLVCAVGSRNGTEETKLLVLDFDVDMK
TEAD-YAP inh: TEAD-YAP interaction inhibition. HEK-TIYL cells, TEAD-Gal4/YAP UAS-luciferase luminescence. hit rate 1.4% among 640,000. inhibition, % at 9.12 µM. AID 1259422; in the data active = inhibition above about 32%;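 note: 0% = median of test compound wells and 100% = reference inhibitor wells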
GPR151 ag: activators of human GPR151; AID 1508602; activation, % at 11.2 µM; PathHunter beta-arrestin GPR151 cells, luminescence; hit rate 1% among 650,000; in the data active = activation above about 4.9%;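 note: 0% = median of compound wells and 100% = cells with positive control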
Numbers without * were called inactive; . = no result given; & = joins results of further samples. Hits appear at their usual frequency; overall some 3.4% were active at least once.

SMILES	MITF inh	FBW7 activator	TEAD-YAP inh	GPR151 ag
Cc1cc(Cl)ccc1OC(C)C(=O)NCC1CCCO1 (stereo not given)	8	-0.2	12	-1.2
COc1ccc(/C(C#N)=C/c2ccccc2)cc1OC	-16	0.1	-10	-1.2
O=C(c1ccc(-c2nnc(-c3ccccc3)o2)cc1)n1nnc2ccccc21	16	0.1	-28	-7.8
Cc1ccc(-c2ccc(=O)n(CC(=O)NCc3ccccc3Cl)n2)cc1	-2	0.1	-4	-0.8
Cn1c(C(=O)O)cc2ccccc2c1=O	3	0.0	-2	-0.8
O=C(NCC1CCCO1)C(=O)Nc1cccc(F)c1 (stereo not given)	7	0.0	-60	-2.5
COC(=O)c1ccc(NC(=O)C2COc3ccccc3O2)cc1 (stereo not given)	-10	-0.2	-22	0.2
CC1CCN(S(=O)(=O)c2cc(C(=O)Nc3cccc(Cl)c3)ccc2F)CC1	12	0.1	-4	0.1
COc1cc(-c2nc3s/c(=C\c4ccc([N+](=O)[O-])cc4)c(=O)n3n2)cc(OC)c1OC	-10	0.0	-1	-0.7
CCCC(=O)Nc1ccccc1NC(=O)COc1ccc(Cl)c(C)c1	-1	0.0	-5	1.2
O=C(Nc1c2c(nn1-c1ccc([N+](=O)[O-])cc1)CSC2)C1(c2ccc(Cl)cc2)CCCC1	1	0.0	7	1.7
Cc1ccc(NS(=O)(=O)c2cc(C(=O)N3CCN(CCO)CC3)ccc2C)cc1	38	0.1	0	-0.8
COc1ccc(C(=O)N2CCN=C2SCc2ccccc2)cc1OC	-10	-0.2	-8	1.1
CCOC(=O)CCn1c(=O)c2c(nc3n(-c4ccc(OC)cc4)c(C)c(C)n23)n(C)c1=O	-12	0.1	8	-0.6
Cc1noc(C)c1S(=O)(=O)N1CCN(C(c2ccccc2)c2ccc(Cl)cc2)CC1 (stereo not given)	17	0.1	-2	-0.3
CCOc1ccc(N/C(N)=N/c2nc(C)c(C)c(=O)[nH]2)cc1	-3	-0.1	-2	0.7
COCCNCc1c(C(=O)O)n(Cc2cc(C)ccc2C)c2ccccc12	12	0.7	13	0.3
Cc1ccc(S(=O)(=O)N(CC(=O)N2CCN(c3ccc(F)cc3)CC2)C2CCCCC2)cc1	14	0.2	19	-1.1
COc1ccc(/C=C(/NC(=O)c2ccccc2)C(=O)N2CC(C)OC(C)C2)cc1 (stereo not given)	21	0.3	7	0.3
COc1ccc2cc(C#N)c(SCC(=O)N3CCCC(C)C3)nc2c1 (stereo not given)	7	-0.1	-14	-0.1
O=C(CSc1ccccn1)N/N=C/c1ccccc1Cl	4	0.1	-5	1.3
Cc1ccc(-c2nn(CC(C)(C)C)c3ncnc(N)c23)cc1	-10	0.0	.	0.4
Cn1ccnc1-c1nc2ccccc2[nH]c1=O	3	-0.3	-1	0.9
Brc1cccc(-c2nc(-c3ccccn3)no2)c1	-23	-0.1	73*	-9.2
C#CCCCO/N=C1\C[C@@H](O)[C@@H](O)[C@@H]2[C@@H]3C(=O)N(C4CCCCC4)C(=O)[C@@H]3CC[C@@H]12	13	0.0	.	1.4
CCCCOc1ccc(N2CC(C(=O)Nc3c(C)cccc3CC)CC2=O)cc1 (stereo not given)	3	0.0	9	0.4
O=C(NC1CCCc2ccccc21)C1CCCN(S(=O)(=O)N2CCCCCC2)C1 (stereo not given)	-1	0.0	6	0.3
Cc1cc(C)cc(-n2nc3c(c2NC(=O)c2cccs2)CSC3)c1	-17	0.3	-2	-0.1
CCOc1ccccc1-n1c(=S)sc2c(=O)n(-c3ccc(F)cc3)c(SCc3cccc([N+](=O)[O-])c3)nc21	19	-0.1	3	-1.1
COc1ccc(/C=N/NC(=O)c2ccccn2)cc1I	10	-0.2	-62	-0.7
CC(NC(=O)CN1C(=O)NC(C)(C2CC2)C1=O)c1ccc(F)cc1 (stereo not given)	-6	0.0	0	-0.1
CCC(C)(O)C#CCN1CCN(C)CC1 (stereo not given)	5	0.1	9	-0.4
O=C(N/N=C/c1cccnc1)c1ccn(Cc2ccc(Cl)cc2)n1	7	0.5	0	-0.2
CCN=C1S/C(=C\c2ccc(Oc3ccc([N+](=O)[O-])cc3C#N)c(OC)c2)C(=O)N1CC	7	-0.1	0	0.6
O=C(Nc1ccccc1O)c1[nH]ncc1[N+](=O)[O-]	7	0.1	10	-1.8
O=C(c1cccs1)N1CCN(C(=O)N2CCCCCC2)CC1	8	-0.1	-8	4.1
Cc1sc(NC(=O)/C=C/C(=O)O)c(C#N)c1C	2	0.0	-2	-0.2
O=C1c2ccc(-c3nc4cc(Cl)ccc4c(=O)o3)cc2C(=O)N1c1ccccc1-c1ccccc1	7	-0.2	-9	1.3
OCCNC(=S)Nc1cccc(-c2n[nH]c(=S)o2)c1	7	0.3	9	0.1
Cc1c(C(=O)O)oc2ccc(S(=O)(=O)NC3CCCC3)cc12	0	0.0	-4	0.5

3 compounds from above, showing only TEAD-YAP inh:
molecule	TEAD-YAP inh
Cc1sc(NC(=O)/C=C/C(=O)O)c(C#N)c1C	-2
O=C1c2ccc(-c3nc4cc(Cl)ccc4c(=O)o3)cc2C(=O)N1c1ccccc1-c1ccccc1	-9
CCC(C)(O)C#CCN1CCN(C)CC1 (stereo not given)	9

Remaining list, next part:
SMILES	MITF inh	FBW7 activator	TEAD-YAP inh	GPR151 ag
CCN(CC)CCOc1ccc(/C(=C(\Cl)c2ccccc2)c2ccccc2)cc1	16&45	-0.1&0.2	4	-1.0&-2.3
COc1cccc(/C=C2\N=C(c3ccccc3Br)OC2=O)c1	-5	-0.1	5	0.4
CCCCN1C(=O)C2(SC(NC(C)=O)=NN2C(C)=O)c2cc(C)ccc21 (stereo not given)	11	0.1	-1	0.7
CC(Oc1ccccc1)C(=O)N/N=C\c1c(O)ccc2ccccc12 (stereo not given)	5	0.5	-2	3.0
C/C(=N\NC(=O)c1nnn(-c2nonc2N)c1CN1CCOCC1)c1ccccc1O	2	-0.1	0	0.8
S=C1NCCOCCNC(=S)NCCOCCOCCOCCN1	5	0.1	-4	-2.1
COc1ccc(NC(=O)CCCCCn2c(SCc3nc4ccccc4[nH]3)nc3ccsc3c2=O)cc1	-3	0.1	-5	1.8
Cc1[nH][nH]c(=O)c1C(c1ccc(O)c([N+](=O)[O-])c1)c1c(C)[nH][nH]c1=O	2	-0.7	1	0.6
O=C(/C=C/c1cccs1)N1CCCCC1	9	0.0	-41	-1.8
Cc1cc(I)ccc1NC(=O)C(Cc1ccccc1)N1C(=O)c2ccccc2C1=O (stereo not given)	3	-0.2	11	0.4
CCOc1cc(C2C(C(=O)OC)=CNC=C2C(=O)OC)ccc1O	-7	0.1	-23	2.5
CCOCCN1C(=O)Nc2ccccc2C(=O)N1C(C)(C)C	-9	0.0	7	-0.2
COc1ccc(S(=O)(=O)N2CCN(c3ccccc3F)CC2)cc1Cl	-3	0.0	2	12*
CCCc1cc2c(=O)c(-c3ccc4c(c3)OCCCO4)coc2cc1OC(C)C(=O)OC (stereo not given)	12	0.0	0	-0.6
CN1CCN(c2ccc(-c3cncc(C(=O)NCCO)c3)cc2)CC1	11	0.0	-2	3.2
CCN(CC)S(=O)(=O)c1ccc2[nH]c3nc(SCC(=O)Nc4ccccc4Cl)nnc3c2c1	2	0.0	8	-0.1
CN1CCN(C(CC(=O)Nc2cccc(Cl)c2Cl)C(=O)O)CC1 (stereo not given)	4	0.2	-17	2.7
COCCOC(=O)C1=C(C)NC2=C(C(=O)CC(c3ccc(OC)c(OC)c3)C2)C1c1ccccc1C (stereo not given)	-8	-0.1	11	0.2
CCN(CC)c1ccc(NC(=O)CN2C(=O)C3C4C=CC(C4)C3C2=O)c(C)c1 (stereo not given)	-4	0.0	3	-0.3
COCCNC(=O)C(C#N)c1ccccc1 (stereo not given)	2	0.2	-4	-1.8
Cn1ccc(-c2ccccc2Nc2nc(Nc3ccc(N4CCOCC4)cc3)ncc2Cl)n1	19	0.2	24	-0.4
CCOCCCNC(=O)CN1CCC(O)(c2ccc(OC)cc2)CC1	10	0.5	5	-0.8
CC(=O)C1=C(O)C(=O)N(Cc2cccnc2)C1c1ccccc1[N+](=O)[O-] (stereo not given)	-1	-0.1	2	-1.4
CN(C(=O)CCl)C(c1ccccc1)c1ccccc1	16	-0.1	-2	-0.1
Cc1cccc(C(=O)NCc2nnc(SCc3ccc(F)cc3)n2C)c1	3	-0.1	9	3.4
CN(Cc1n[nH]c2c1CCCCC2)C(=O)C1CC(Cc2ccccc2Cl)=NO1 (stereo not given)	0	-0.1	-20	0.9
O=P(O)(O)OC1[C@H](OP(=O)(O)O)[C@H](O)C(O)[C@H](O)[C@H]1OP(=O)(O)O (stereo not given in full)	-5	.	.	-2.0
Cc1ccc(C(=O)NCc2ccc3c(c2)OCO3)cc1S(=O)(=O)N1CCCCC1	7	0.0	-2	-0.5
CCOc1ccc(N(C(C)C(=O)Nc2ccc(Cl)cc2C)S(C)(=O)=O)cc1 (stereo not given)	10	0.6	6	0.6
COc1ccc(/C=C2\N=C(c3ccc(Cl)cc3Cl)OC2=O)c(OC)c1	-5	-0.1	17	0.6
Cc1ccc(C)c(-n2nnc(-c3nc(-c4ccncc4)no3)c2N)c1	11	0.0	-4	-0.3
O=C(NOCc1cccc(C(F)(F)F)c1)c1cnc2sc3ccccc3n2c1=O	9	-0.2	-9	1.0
Cc1cc(=O)oc2ccc(OC(=O)c3ccc(F)cc3)cc12	-5	0.1	3	-0.9
O=C(NCCN1CCOCC1)C1CCN(c2ccc(Nc3ccc4ncccc4c3)nn2)CC1	19	0.1	-3	-0.9
NCCNc1ccc([N+](=O)[O-])cc1C(N)=O	5	0.1	-2	1.8
CC(C)CC(C(=O)OCC(=O)c1ccc(Br)cc1)N1C(=O)c2ccccc2C1=O (stereo not given)	9	0.0	3	-0.8
CCOC(=O)N1CCc2c(sc(NC(=O)c3ccc(S(=O)(=O)N(C)C)cc3)c2C(N)=O)C1	8	0.4	12	-2.0
Cc1nnc2n1CCN(Cc1ccc3c(c1)Cc1ccccc1-3)CC2	6	0.0	-10	3.5
COc1ccc(-c2cc(-c3ccccc3)c(C#N)c(SCCS(=O)(=O)Cc3ccccc3)n2)cc1	21	0.4	8	-0.4
O=C(N/C(=C/c1ccccc1)C(=O)N1CCCCCC1)c1ccc(Cl)cc1Cl	-7	-0.2	13	0.1
CCc1ncc(C(O)c2ccc(C)cc2)n1C (stereo not given)	4	-0.2	-8	0.5
O=C(Cn1cc([N+](=O)[O-])cn1)N1CCc2ccccc21	-14	-0.1	14	0.3
COc1cc(Nc2nc(Cl)nc3c2ncn3C(C)C)cc(OC)c1OC	5	0.1	13	0.5
CCOc1ccc(S(=O)(=O)Nc2ccccc2OC)cc1	0	-0.1	42*	0.0
Cc1cnc(-c2ccccc2)nc1NCCCN1CCCC1=O	10	0.2	-2	-0.6
COC(=O)c1c(NC(=O)CSc2nccc(C)n2)sc(C(C)=O)c1C	11	0.1	-2	1.0
C=CCn1c(C)cc(C2=NNC(=NCc3ccc4c(c3)OCO4)SC2)c1C	12	-0.2	-45	-1.1
COc1ccc(-n2nc(C(=O)NCC(=O)N3CCN(c4cccc(Cl)c4)CC3)c3ccccc3c2=O)cc1OC	2	0.4	26	-0.7
COc1ccc(S(=O)(=O)NC2CCCCC2)cc1C	12	-0.1	-1	0.4
CCc1nc(SCC(=O)Nc2ccc(OC)cc2[N+](=O)[O-])n[nH]1	15	0.2	21	1.2
CSc1ncccc1C(=O)NC(C)CCc1ccccc1 (stereo not given)	-10	0.1	0	0.5
COc1ccc(NC(=O)N(C2CCCCCC2)C2CCN(C(C)=O)CC2)c(OC)c1	1	-0.2	-9	-0.1

Molecules listed so far that have an aryl thioether with sulfur outside any ring (10):
SMILES	MITF inh	FBW7 activator	TEAD-YAP inh	GPR151 ag
COc1ccc2cc(C#N)c(SCC(=O)N3CCCC(C)C3)nc2c1 (stereo not given)	7	-0.1	-14	-0.1
O=C(CSc1ccccn1)N/N=C/c1ccccc1Cl	4	0.1	-5	1.3
CCOc1ccccc1-n1c(=S)sc2c(=O)n(-c3ccc(F)cc3)c(SCc3cccc([N+](=O)[O-])c3)nc21	19	-0.1	3	-1.1
COc1ccc(NC(=O)CCCCCn2c(SCc3nc4ccccc4[nH]3)nc3ccsc3c2=O)cc1	-3	0.1	-5	1.8
CCN(CC)S(=O)(=O)c1ccc2[nH]c3nc(SCC(=O)Nc4ccccc4Cl)nnc3c2c1	2	0.0	8	-0.1
Cc1cccc(C(=O)NCc2nnc(SCc3ccc(F)cc3)n2C)c1	3	-0.1	9	3.4
COc1ccc(-c2cc(-c3ccccc3)c(C#N)c(SCCS(=O)(=O)Cc3ccccc3)n2)cc1	21	0.4	8	-0.4
COC(=O)c1c(NC(=O)CSc2nccc(C)n2)sc(C(C)=O)c1C	11	0.1	-2	1.0
CCc1nc(SCC(=O)Nc2ccc(OC)cc2[N+](=O)[O-])n[nH]1	15	0.2	21	1.2
CSc1ncccc1C(=O)NC(C)CCc1ccccc1 (stereo not given)	-10	0.1	0	0.5
